Screening results: PubChem BioAssay, National Center for Advancing Translational Sciences (NCATS)
S2 tox = Viability Counterscreen for Primary qHTS for Inhibitors of ATXN expression | S2 cells (HEK-293 line with an ATXN2-luciferase reporter) viability, CellTiter-Fluor protease fluorescence, 24 h | actives 0.49% (n = 400,000) | Potency, µM (highest dose often 56.7 µM), hits mostly cytotoxic; also: nearly all actives have a fitted effect of over 40% in size
HepG2 tox = qHTS for Inhibitors of TGF-b: Cytotox Counterscreen | HepG2 CAGA-GFP viability, ATP luminescence, 18 h | actives 0.76% (n = 410,000) | Potency, µM (titrated, usually from 46.1 µM), inactives show at the highest dose activity change, negative = cytotoxicity, hits mostly cytotoxic; also: some results filed as inactive show a strong effect at the top dose
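CellTiter-Glo luminescence gave cytotoxicity after 18 hours at 37 degrees C. The cells were HepG2 CAGA-GFP in 1% FBS DMEM, stimulated with 500 pg/mL TGF-beta after compound addition. %Activity was normalised to no-cell wells (complete cell-killing) and DMSO (no toxicity), and curves were fitted and classified.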
ATXN2 expr inh = Primary qHTS for Inhibitors of ATXN expression | actives 0.72% (n = 360,000) | HEK-293 ATXN2-luciferase reporter, luminescence, 24 h | Potency, µM (titrated, usually from 57 µM), inactives show top-dose activity change, negative = inhibition, usual class: inhibitors; also: % is scaled to controls: 0 for no effect and ±100 for the full control effect; nearly all actives have a fitted effect of over 55% in size
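ATXN2-luciferase reporter cells (luciferase flanked by upstream and downstream ATXN2 gene portions) were treated 24 h at 37 °C with compounds at up to 57 uM. SteadyGlo luminescence gave expression; GF-AFC fluorescence gave viability.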
Nrf2 block = Nrf2 qHTS screen for inhibitors; Potency, µM (top dose mostly 46 µM), for inactives: at the top dose activity change, negative = inhibition, hits mostly inhibitors; actives 2.1% (n = 360,000); A549 ARE-Fluc reporter, luciferase luminescence, 18-24 h; also: % is scaled to controls: 0 for no effect and ±100 for the full control effect; nearly all actives have a fitted effect of over 60% in size
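Concentration-response testing used A549 ARE_Fluc cells at 5000 cells/well. Following an 18-24 h compound incubation, viability was read by fluorescence (Ex 405/Em 525) and luciferase output by luminescence.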
MCF10A rerep = A quantitative high throughput screen for small molecules that induce DNA re-replication in MCF 10a normal breast cells; Potency, µM (top dose mostly 46.1 µM), without a hit: at the top dose activity, positive = re-replication, hits mostly activators; MCF 10A DNA re-replication, Hoechst nuclear intensity, 48 h; AID 624296, 2012; actives 2.9% (n = 350,000); also: % of control where 0% means no effect; nearly all actives have a fitted effect of over 50% in size
TGFb SMAD3 inh = qHTS for Inhibitors of TGF-b; Potency, µM (series often up to 46.1 µM), for inactives: at the highest dose activity, negative = inhibition, most hits filed as inhibitors; HepG2 CAGA-GFP TGF-b/SMAD3 reporter, GFP fluorescence, 18 h; TGF-beta stimulated, 500 pg/mL final; actives 1.2% (n = 410,000); AID 588855, 2011; also: % is scaled to controls: 0 for no effect and ±100 for the full control effect; nearly all actives have a fitted effect of over 65% in size
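GFP signal (ex488/em500-530) from TGF-beta-stimulated HEPG2 CAGA-GFP cells, 500 pg/mL final, 18 h at 37 degrees C in DMEM plus 1% FBS, normalized to unstimulated and DMSO-stimulated controls.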
Nrf2 activator = qHTS of Nrf2 Activators; AREc32 ARE-luciferase reporter (MCF7-derived line), luminescence, 24 h; Potency, µM (titrated, usually from 46.1 µM), inactives show at the top dose activation, actives largely listed as activators; actives 0.31% (n = 410,000); AID 624171, 2012; also: % of control where 0% means no effect; nearly all actives have a fitted effect of over 65% in size
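Each well held 1000 AREc32 cells, which were incubated with compound for 24 hr at 37 deg C after overnight attachment, and ARE reporter activity was quantified by firefly luciferase luminescence.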
A549 viability = Nrf2 qHTS screen for inhibitors: counterscreen for cytotoxicity; A549 ARE-Fluc cells, CellTiter-Fluor viability, 18-24 h; Potency, µM (top dose mostly 46 µM), inactives show top-dose activity change, negative = cytotoxicity, usual class: inhibitors; actives 0.16% (n = 390,000); AID 504648, 2011; also: % is scaled to controls: 0 for no effect and ±100 for the full control effect
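A549 ARE_Fluc cells in 5% FBS OPTI-MEM were exposed to compounds in concentration-response for 18-24 h at 37 deg C. Viability was read by CellTiter-Fluor fluorescence (Ex 405/Em 525) after 30 min, before the luciferase read.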
EPAC2 antagonist = qHTS for Antagonist of cAMP-regulated guanine nucleotide exchange factor 2 (EPAC2): primary screen | AID 720708, 2013 | EPAC2 GEF exchange of Rap1B-BODIPY-GDP, fluorescence | actives 0.18% (n = 360,000) | Rap guanine nucleotide exchange factor 4 (Homo sapiens), Q8WZA2 | Potency, µM (series often up to 114 µM), for the others: at the top dose activity, negative = inhibition, most hits filed as inhibitors; also: % is scaled to controls: 0 for no effect and ±100 for the full control effect; nearly all actives have a fitted effect of over 45% in size; many of its hits are not listed in these tables
Target sequence (Q8WZA2 whole entry, looked up): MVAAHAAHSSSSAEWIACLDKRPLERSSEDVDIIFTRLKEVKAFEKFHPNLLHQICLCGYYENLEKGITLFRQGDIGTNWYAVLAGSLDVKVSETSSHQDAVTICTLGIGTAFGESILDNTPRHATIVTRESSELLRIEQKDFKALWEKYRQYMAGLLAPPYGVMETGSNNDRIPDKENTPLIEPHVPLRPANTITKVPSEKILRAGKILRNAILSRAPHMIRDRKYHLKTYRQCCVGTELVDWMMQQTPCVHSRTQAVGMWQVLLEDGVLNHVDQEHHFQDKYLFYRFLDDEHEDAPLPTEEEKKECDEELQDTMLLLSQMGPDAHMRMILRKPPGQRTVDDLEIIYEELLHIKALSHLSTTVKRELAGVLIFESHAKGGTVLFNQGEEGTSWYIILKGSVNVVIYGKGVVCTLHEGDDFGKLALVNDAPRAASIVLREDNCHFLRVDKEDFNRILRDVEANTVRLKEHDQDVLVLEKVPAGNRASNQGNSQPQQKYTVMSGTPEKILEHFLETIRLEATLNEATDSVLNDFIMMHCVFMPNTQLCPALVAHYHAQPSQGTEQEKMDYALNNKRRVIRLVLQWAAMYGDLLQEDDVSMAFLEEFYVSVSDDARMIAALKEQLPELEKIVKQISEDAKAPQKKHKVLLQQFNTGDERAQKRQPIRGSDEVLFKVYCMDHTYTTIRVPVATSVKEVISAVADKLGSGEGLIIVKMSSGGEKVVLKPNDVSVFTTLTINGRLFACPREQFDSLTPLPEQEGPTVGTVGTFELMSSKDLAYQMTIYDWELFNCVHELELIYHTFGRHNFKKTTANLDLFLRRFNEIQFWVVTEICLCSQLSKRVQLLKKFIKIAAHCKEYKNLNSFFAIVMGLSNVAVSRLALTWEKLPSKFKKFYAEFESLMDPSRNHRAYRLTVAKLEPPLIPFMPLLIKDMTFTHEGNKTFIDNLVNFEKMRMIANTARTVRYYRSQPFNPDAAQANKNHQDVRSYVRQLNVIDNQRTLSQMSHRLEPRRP
An asterisk follows results filed as active; i = inactive; ? = inconclusive; nt = no result given; [ ] = remark or other dose. Calls follow the shape of the dose curve; as a rule, active = well fitted curve in the direction sought with a large enough effect; inconclusive = small, poorly fitted or top-dose-only effect, or another doubt; inactive = no such curve, though single readings can be large; an effect the other way counts as inactive or inconclusive. Potency is read from the fitted curve at half-maximal effect.

SMILES	S2 tox	HepG2 tox	ATXN2 expr inh	Nrf2 block	MCF10A rerep	TGFb SMAD3 inh	Nrf2 activator	A549 viability	EPAC2 antagonist
Cc1ccc(S(=O)(=O)N2CCN(c3c([N+](=O)[O-])cc(C(F)(F)F)cc3[N+](=O)[O-])CC2)cc1	i	-22.6%	-9.6%	-8.7%	11.1%	0.0%	-0.1%	?	-7.9%
C[C@H](CO)N1C[C@H](C)[C@@H](CN(C)C(=O)NC2CCCCC2)Oc2ccc(NS(=O)(=O)c3cccs3)cc2C1=O	i	-12.3%	-9.8%	0.8%	?	2.4%	-0.7%	0.8%	12.9%
Cc1ccccc1/C=N\NC(=O)c1ccc(Cn2cccn2)o1	i	32.8%	33.4%	?	6.4%	23.1%	5.5%	4.0%	25.6%
CC(OC(=O)C1=COCCO1)C(=O)NC1(C#N)CCCCC1 (centres undefined)	i	-5.6%	16.7%	1.7%	-0.1%	-11.3%	-0.4%	0.7%	10.3%
CC(C)Sc1nc2sc3c(c2c(=O)n1-c1ccccc1)CCCC3	nt	-0.6%	nt	-3.7%	nt	1.0%	-0.1%	6.9%	nt
N=C1C(c2nc3ccccc3[nH]2)=C(O)CN1c1ccccc1	i	-4.7%	44.9%[activator]	nt	?	?	6.6%	-6.6%	16.4%
Cc1ccc(-c2noc(-c3ccc(NC4CCCC4)c([N+](=O)[O-])c3)n2)cc1	i	-3.3%	36.7%	1.3%	nt	?	0.9%	0.6%	nt
COc1ccc(Nc2nc(NC(C)(C)C)nc(N3CCCC3)n2)c(OC)c1	i	-61.5%	-16.8%	?	?	?	6.9%	?	-14.4%
CC(C)N=C(NS(=O)(=O)c1ccccc1)C(Cl)(Cl)Cl	?	-93.6%	?	-8.9%	5.8µM*	?	-1.8%	-18.6%	12.0%
O=C1CC(c2ccccc2)=Nc2ccc(Br)cc2N1	?	-4.2%	-22.8%	-4.9%	3.7%	-24.4%	3.4%	-0.2%	-8.8%

3 entries from above, field by field.
compound: COc1ccc(Nc2nc(NC(C)(C)C)nc(N3CCCC3)n2)c(OC)c1
  S2 tox: i | HepG2 tox: -61.5% | ATXN2 expr inh: -16.8% | Nrf2 block: ? | MCF10A rerep: ? | TGFb SMAD3 inh: ? | Nrf2 activator: 6.9% | A549 viability: ? | EPAC2 antagonist: -14.4%
compound: CC(C)N=C(NS(=O)(=O)c1ccccc1)C(Cl)(Cl)Cl
  S2 tox: ? | HepG2 tox: -93.6% | ATXN2 expr inh: ? | Nrf2 block: -8.9% | MCF10A rerep: 5.8µM* | TGFb SMAD3 inh: ? | Nrf2 activator: -1.8% | A549 viability: -18.6% | EPAC2 antagonist: 12.0%
compound: O=C1CC(c2ccccc2)=Nc2ccc(Br)cc2N1
  S2 tox: ? | HepG2 tox: -4.2% | ATXN2 expr inh: -22.8% | Nrf2 block: -4.9% | MCF10A rerep: 3.7% | TGFb SMAD3 inh: -24.4% | Nrf2 activator: 3.4% | A549 viability: -0.2% | EPAC2 antagonist: -8.8%

The results go on:
SMILES	S2 tox	HepG2 tox	ATXN2 expr inh	Nrf2 block	MCF10A rerep	TGFb SMAD3 inh	Nrf2 activator	A549 viability	EPAC2 antagonist
O=c1c2cc3c(=O)n(CC4CCCO4)c(=O)c3cc2c(=O)n1CC1CCCO1 (centres undefined)	i	5.0%	-3.1%	-11.2%	-2.0%	7.9%	-0.8%	-5.1%[1.84 µM]	-1.9%
CN(Cc1ccccc1)C(=O)[C@@H]1CCCN1C(=O)[C@@H]1CCCN1C(=O)c1cccc2ccccc12	?	nt	-10.6%	nt	nt	nt	-0.9%	nt	0.3%
Cc1[nH]c2ccccc2c(=O)c1C(=O)/C=C/c1ccccc1	14.1µM*	-50.4%	11.2µM*	18.4µM*	11.6µM*	?	?	?	-2.2%
CC(=O)Nc1ccc(C2=NN(c3ccccc3)C(c3cccs3)C2)cc1 (centres undefined)	nt	-13.5%	21.2%	-11.3%	?	-31.9%	0.5%	12.8%	-1.4%
CC(C)(C)OC(=O)C[C@H]1C/C=C\C[C@@H](CC(=O)N(CCO)Cc2ccccc2)C(=O)NCCOC1=O	i	-10.1%	9.0%	-6.2%	4.6%	-34.3%	-0.8%	0.0%	8.3%
CC(=O)c1cccc(NC(=O)C2COc3ccccc3O2)c1 (centres undefined)	i	-5.0%	43.2%[activator]	?	?	-7.2%	12.0%	14.1%	2.9%
CC(=O)Nc1ccc(Oc2nc(C)cc(C)n2)cc1	i	-3.0%	-16.9%	nt	8.3%	8.2%	-0.4%	0.4%	9.8%
O=C(CSCc1ccc(F)cc1)N1CCOCC1	i	-19.7%	35.0%[activator]	13.0%	-2.5%	4.5%	-0.8%	3.2%	-4.0%
Cc1noc(C)c1COC(=O)c1ccc(N(C)C)cc1	?	-13.8%	23.4%[11.3 µM]	8.6%	-0.2%	5.0%	3.3%	3.7%	1.2%
Cc1cc(NC(=O)c2c(Cl)c(C)nn2C)no1	i	-3.4%	-3.8%	11.5%	8.2%	20.8%	2.7%	3.6%	-1.8%
O=C(CN1CCN(c2ccc(O)cc2)CC1)Nc1ccccc1C(=O)NCCc1ccccc1	?	-32.0%	-25.8%	-20.1%	25.5%	2.4%	5.0%	-15.6%	1.0%
CCOC(=O)C1=C(OCc2ccc(Cl)cc2)C2C=C(C)C=CC2N=C1 (centres undefined)	i	-3.1%	-3.0%	-24.9%	11.2%	21.2%	0.4%	-2.3%	-1.5%
O=c1oc2ccccc2cc1-c1nnc(NCc2ccco2)s1	i	-5.4%	-1.2%	-24.4%	9.2µM*	-3.1%	6.1%	-13.0%	-3.3%
COC(=O)c1ccc(NC(=S)NN2CCOCC2)cc1	i	2.6%	15.1%	17.1%	6.1%	4.5%	2.5%	-0.4%	1.9%
CCCCCC(=O)N/N=C(\C)c1ccccn1	i	-5.9%	?	-29.3%	16.9%	-29.4%	0.2%	?	12.3%
CCC(C)(C)NC(=O)C(c1ccc(OC)cc1)N(C(=O)CCC(=O)Nc1cc(C)on1)c1ccc(OC)c(OC)c1 (centres undefined)	i	8.2%	5.2%	-5.4%	0.9%	1.9%	-0.8%	-1.4%	2.1%
COc1ccc(S(=O)(=O)Nc2ccc(S(=O)(=O)N3CCOCC3)cc2)cc1C	i	5.6%	-8.2%	-13.2%	?	?	0.3%	0.2%	-1.8%
CCOc1ccc(S(N)(=O)=O)cc1-c1nc2c(C(C)(C)C)nn(C)c2c(=O)[nH]1	i	-44.9%	-8.1%	?	-21.5%	-1.8%	0.3%	0.1%	-8.3%
COc1ccc(C(=O)N=c2nc3ccccn3s2)cc1	i	-45.1%	?	-14.2%	-6.2%	4.3%	4.3%	1.1%	5.6%
COC(=O)CC1SC(=O)NC1=Nc1ccc(O)cc1 (centres undefined)	i	1.3%	2.4%	9.1%	-3.1%	2.5%	-1.5%	-5.2%	-4.4%
COc1ccc(CNC(=O)Nc2cc(C)ccc2C)cc1	i	-1.2%	nt	?	-3.4%	-0.2%	0.1%	?	-1.6%
Cn1c(N)c(C(=O)COC(=O)c2ccc3c(c2)OCCO3)c(=O)n(C)c1=O	i	-3.3%	-3.4%	0.5%	4.5%	-4.8%	-0.7%	-0.6%	-3.4%
COC(=O)c1nc2cc3c(cc2c(C)c1C(=O)OC)OCO3	i	0.3%	0.1%	8.4%	-0.2%	-2.6%	0.1%	-1.1%	7.1%
O=C(Nc1ccncc1)C1CCN(S(=O)(=O)c2ccc(Cl)cc2)CC1	i	-6.5%	-13.9%	?	?	4.9%	-0.1%	-9.1%	-11.8%
Cc1ccc(C)c(CN2C(=O)c3ccccc3S(=O)(=O)c3ccc(C(=O)N4CCc5ccccc54)cc32)c1	nt	-4.2%	nt	-1.2%	nt	nt	4.5%	6.7%	nt
COc1ccc(-n2cc(-c3ccc4c(c3)OCO4)n(CC(=O)Nc3cc(Cl)ccc3C)c2=O)cc1	i	-13.7%	4.3%	?	nt	-8.2%	4.2%	-19.2%	nt
Cc1ccc2c(=O)cc(C(=O)NCc3ccccc3)oc2c1	?	-11.0%	-9.7%	?	nt	-27.1%	3.5%	-6.2%	nt
CC(C)CN(C(=O)C1=COCCO1)c1c(N)n(Cc2ccccc2)c(=O)[nH]c1=O	?	26.1%	nt	nt	nt	0.5%	-1.9%	nt	-2.3%
CCN1CCC2(CC1)N=C(c1ccc(F)cc1)C(=S)N2C(=O)c1ccc(C)cc1	i	-31.3%	?	16.4µM*	13µM*	?	0.2%	?	-11.0%
CNS(=O)(=O)c1ccc(C(=O)NCC(=O)NCC2COc3ccccc3O2)cc1 (centres undefined)	?	16.3%	nt	0.2%	13.5%	0.9%	-0.6%	-0.3%	-2.8%
Cc1cccc(NC(=O)CSc2nc(-c3ccccc3)c(C#N)c(=O)[nH]2)c1C	i	-28.1%	-8.8%	2.1%	2.6%	25.6%	0.1%	3.3%	8.1%
CCCCN1C(=O)CC(C(=O)O)C1c1ccc(OC)cc1 (centres undefined)	i	6.6%	7.8%	6.4%	i[0.0737 µM]	-6.8%	0.1%	-9.3%	15.3%
CCCCCCCC(=O)N/N=C/c1ccncc1	i	0.2%	3.5%	-12.1%	-6.1%	5.0%	0.0%	-0.1%	0.0%
Cc1ccc(C(=O)N2CCN(C)CC2)cc1S(=O)(=O)N1CCOCC1	i	-0.1%	-8.5%	-6.3%	0.0%	0.0%	-0.2%	5.6%	-11.3%
COc1cccc(C(NC(C)=O)c2nc(-c3ccc(N(C)C)cc3)cs2)c1 (centres undefined)	?	-15.2%	-27.6%	nt	nt	-0.9%	3.6%	nt	-5.8%
O=C(Cc1c(O)c2ccccc2[nH]c1=O)NCc1ccccc1F	i	-14.4%	1.5%	-15.6%	1.6%	?	-0.6%	-5.2%	-4.2%
COc1cc(OC)cc(C(=O)NCCCCCCNC(=O)c2cc(OC)cc(OC)c2)c1	i	-30.5%	3.2%	1.4%	1.5%	-81.0%	3.2%	7.5%	-5.8%

This is a subset; the hit share may differ from the screen's.
